Assay outcomes: PubChem, University of Kansas High Throughput Screening Laboratory
mHTT CaM bind = mutant huntingtin-calmodulin interaction inhibitors – biochemical, AlphaScreen, primary screen; inhibition, % at 15 µM; hit rate 3.6% among 190,000; AlphaScreen His-mHTT/GST-CaM binding, luminescence; P42858; AID 1671202, 2021;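 note: 0% = both proteins with DMSO and 100% = one protein alone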
Target sequence (P42858 whole entry, looked up, stated change not applied): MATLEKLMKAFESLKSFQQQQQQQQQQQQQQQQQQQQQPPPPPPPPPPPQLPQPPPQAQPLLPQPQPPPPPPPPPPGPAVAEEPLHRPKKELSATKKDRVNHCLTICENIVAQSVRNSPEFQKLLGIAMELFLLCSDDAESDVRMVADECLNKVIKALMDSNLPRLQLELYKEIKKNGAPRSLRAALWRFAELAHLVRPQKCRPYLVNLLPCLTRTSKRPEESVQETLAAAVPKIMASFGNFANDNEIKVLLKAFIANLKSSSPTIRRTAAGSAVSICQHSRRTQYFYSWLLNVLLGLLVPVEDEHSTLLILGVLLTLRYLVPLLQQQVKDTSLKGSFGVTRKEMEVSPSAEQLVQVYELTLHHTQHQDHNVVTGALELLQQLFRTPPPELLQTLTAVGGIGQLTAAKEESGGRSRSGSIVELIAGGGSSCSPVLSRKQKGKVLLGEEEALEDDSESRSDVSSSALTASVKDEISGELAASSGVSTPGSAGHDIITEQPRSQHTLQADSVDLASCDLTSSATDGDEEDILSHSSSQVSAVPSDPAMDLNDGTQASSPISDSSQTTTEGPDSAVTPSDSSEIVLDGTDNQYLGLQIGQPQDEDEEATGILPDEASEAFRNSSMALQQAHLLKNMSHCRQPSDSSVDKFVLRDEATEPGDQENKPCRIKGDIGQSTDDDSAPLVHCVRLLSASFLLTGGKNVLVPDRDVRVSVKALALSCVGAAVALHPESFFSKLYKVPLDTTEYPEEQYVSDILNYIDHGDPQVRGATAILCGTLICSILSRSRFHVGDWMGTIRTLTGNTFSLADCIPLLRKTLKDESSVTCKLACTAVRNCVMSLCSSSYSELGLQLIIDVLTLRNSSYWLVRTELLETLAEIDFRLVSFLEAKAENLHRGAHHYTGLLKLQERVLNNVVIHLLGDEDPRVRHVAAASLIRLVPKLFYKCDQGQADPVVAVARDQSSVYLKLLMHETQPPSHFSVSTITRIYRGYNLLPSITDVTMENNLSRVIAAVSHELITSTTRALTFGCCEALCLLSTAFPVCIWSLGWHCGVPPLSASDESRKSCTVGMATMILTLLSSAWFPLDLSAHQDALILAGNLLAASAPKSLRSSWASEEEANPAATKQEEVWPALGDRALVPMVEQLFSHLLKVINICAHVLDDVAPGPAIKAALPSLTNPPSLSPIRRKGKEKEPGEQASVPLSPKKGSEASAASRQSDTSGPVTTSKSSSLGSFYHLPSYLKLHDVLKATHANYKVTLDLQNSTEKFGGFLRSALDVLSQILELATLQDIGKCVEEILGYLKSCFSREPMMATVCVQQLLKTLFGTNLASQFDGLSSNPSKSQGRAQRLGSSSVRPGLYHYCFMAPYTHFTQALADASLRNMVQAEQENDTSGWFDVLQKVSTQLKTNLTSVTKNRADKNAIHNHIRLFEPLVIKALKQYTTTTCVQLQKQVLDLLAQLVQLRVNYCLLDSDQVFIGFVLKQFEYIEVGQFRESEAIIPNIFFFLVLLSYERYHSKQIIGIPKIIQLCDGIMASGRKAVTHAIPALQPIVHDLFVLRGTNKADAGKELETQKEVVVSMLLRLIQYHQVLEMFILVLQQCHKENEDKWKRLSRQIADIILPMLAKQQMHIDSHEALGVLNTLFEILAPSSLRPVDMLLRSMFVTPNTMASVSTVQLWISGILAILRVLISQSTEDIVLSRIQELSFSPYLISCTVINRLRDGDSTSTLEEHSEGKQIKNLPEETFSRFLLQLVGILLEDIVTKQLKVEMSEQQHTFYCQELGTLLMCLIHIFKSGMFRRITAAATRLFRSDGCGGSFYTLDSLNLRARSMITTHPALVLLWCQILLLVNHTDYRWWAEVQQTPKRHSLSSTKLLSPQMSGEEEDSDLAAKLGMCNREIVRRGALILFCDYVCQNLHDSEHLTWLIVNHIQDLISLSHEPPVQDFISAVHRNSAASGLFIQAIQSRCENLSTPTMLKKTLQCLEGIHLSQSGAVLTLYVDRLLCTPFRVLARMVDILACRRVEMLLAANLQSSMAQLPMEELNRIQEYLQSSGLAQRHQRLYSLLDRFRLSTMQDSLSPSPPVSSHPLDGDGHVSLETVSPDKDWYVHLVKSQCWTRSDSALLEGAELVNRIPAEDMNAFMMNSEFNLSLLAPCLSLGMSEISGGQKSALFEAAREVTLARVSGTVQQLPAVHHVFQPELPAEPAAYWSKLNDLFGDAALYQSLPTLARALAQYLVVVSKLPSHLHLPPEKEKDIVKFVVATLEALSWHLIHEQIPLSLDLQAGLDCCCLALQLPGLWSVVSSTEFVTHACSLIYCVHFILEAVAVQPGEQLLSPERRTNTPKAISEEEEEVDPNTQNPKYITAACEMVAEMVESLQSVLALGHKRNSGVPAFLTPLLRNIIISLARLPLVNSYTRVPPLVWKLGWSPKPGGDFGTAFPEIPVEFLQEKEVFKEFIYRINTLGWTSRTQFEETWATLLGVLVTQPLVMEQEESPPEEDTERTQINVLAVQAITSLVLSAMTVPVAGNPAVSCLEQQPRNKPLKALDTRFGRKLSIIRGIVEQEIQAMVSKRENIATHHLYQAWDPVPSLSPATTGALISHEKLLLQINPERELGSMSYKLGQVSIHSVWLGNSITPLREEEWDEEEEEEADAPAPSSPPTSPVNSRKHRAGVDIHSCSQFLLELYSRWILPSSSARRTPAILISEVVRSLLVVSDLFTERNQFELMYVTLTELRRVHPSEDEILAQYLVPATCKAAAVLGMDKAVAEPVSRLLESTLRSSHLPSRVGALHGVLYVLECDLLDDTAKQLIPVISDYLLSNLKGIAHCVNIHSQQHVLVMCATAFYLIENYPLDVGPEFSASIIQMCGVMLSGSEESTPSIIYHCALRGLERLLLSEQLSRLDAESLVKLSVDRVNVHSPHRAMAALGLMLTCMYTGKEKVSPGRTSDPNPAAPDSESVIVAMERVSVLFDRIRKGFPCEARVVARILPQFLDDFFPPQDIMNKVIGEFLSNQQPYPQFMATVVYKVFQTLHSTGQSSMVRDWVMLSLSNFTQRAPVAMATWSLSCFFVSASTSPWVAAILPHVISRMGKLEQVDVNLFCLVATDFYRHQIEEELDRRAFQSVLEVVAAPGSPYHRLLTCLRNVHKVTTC
Pf apPOL block = Pf-apPOL inhibitors, biochemical, fluorescence. Plasmodium falciparum apicoplast DNA polymerase (apPOL). Recombinant Pf-apPOL, molecular beacon fluorescence, 1.5 h. inhibition, % at 10 µM. hit rate 0.25% among 210,000
* = called active by the depositor; . = not tested or not shown; & = joins results of further samples. Cut-off read from the data, not from the text of the source: active = inhibition above about 50%; inactive = the rest. Only part of the results is shown, so the mix of outcomes need not match the whole.

| entry | Molecule | mHTT CaM bind | Pf apPOL block |
| --- | --- | --- | --- |
| 1 | COc1ccc(Cl)cc1C(=O)Nc1nnc(C(C)(C)C)s1 | -1 | 3 |
| 2 | Cc1cccc(Sc2nccnc2N2CCCC(C(=O)NC(C)C)C2)c1 (stereo not given) | -9 | -5 |
| 3 | Cc1oc(C2CCN(S(=O)(=O)c3ccc(Cl)cc3)CC2)nc1C(=O)N1CCCC1 | -6 | -3 |
| 4 | COc1ccc(C(=O)Nc2ccc3c(c2)oc2ccccc23)cc1OC | -3 | 1 |
| 5 | O=C(CSc1nc2ccc([N+](=O)[O-])cc2[nH]1)c1ccc(F)cc1 | 6 | 2 |
| 6 | Cc1ccccc1OCC(=O)Nc1ccccc1I | -46 | 1 |
| 7 | CCC(C)C(=O)NC1CCN(c2ccccc2C(=O)N2CCCC2)CC1 (stereo not given) | 27 | -40 |
| 8 | CC(C)Oc1cncc(C(=O)N2CCN(C)CC2)c1 | -2 | 0 |
| 9 | Cn1ncc(C(=O)O)c1NNC(=O)CC(C)(C)CC(=O)O | . | -4 |
| 10 | Cc1ccc(C)c(Oc2coc3cc(OCCc4ccccc4)ccc3c2=O)c1 | -3 | -16 |
| 11 | O=C(Nc1nc(-c2c(F)c(F)c(F)c(F)c2F)cs1)c1c(F)cccc1F | 5 | 3 |
| 12 | O=C(c1ccc(OCC2CCCN(C(=O)c3ccccc3)C2)cc1)N1CCOCC1 (stereo not given) | -2 | -6 |
| 13 | CCOc1ccc(CCNS(=O)(=O)c2ccc([N+](=O)[O-])cc2)cc1OCC | 21 | -6 |
| 14 | Cc1ccc(CNC(=O)N2CCCN(c3ncccc3-c3nc(C4CC4)no3)CC2)cc1 | 2 | -7 |
| 15 | N#CC(=CNc1ccc(F)cc1)C(=O)C1CC1 | . | -1&-10 |
| 16 | O=C(N1CCOCC1)N1CCN(Cc2ccc3c(c2)OCO3)CC1 | -7 | -4 |
| 17 | O=C(CC1CCN(C(=O)c2ccccc2Cl)CC1)NC1CCCC1 | -6 | -9 |
| 18 | COc1ccc(NC(=O)c2cnn3c2NC(c2ccc(OC)c(OC)c2)CC3C(F)(F)F)cc1 (stereo not given) | 11 | 1 |
| 19 | CC(=O)Nc1ccc2c(c1)ncn2-c1ccccc1 | 3 | 0 |
| 20 | NC(=O)c1cnn(-c2ccccc2)c1-n1cccc1 | 6 | -4 |
| 21 | Cc1ccccc1NC(=O)CSc1cc(N2CCOCC2)ncn1 | -13 | -8 |
| 22 | C(=Nc1ccc(Cc2ccc(N=Cc3ccccn3)cc2)cc1)c1ccccn1 | . | -5 |
| 23 | O=[N+]([O-])c1ccc(-c2nc(N3CCCCCC3)c3ccccc3n2)cc1 | 12 | -6 |
| 24 | COCCCNC(=O)C1CCN(c2nccnc2Oc2ccc(C)cc2)CC1 | 5 | -3 |
| 25 | O=C(COc1ccccc1Cl)Nc1cccc([N+](=O)[O-])c1 | 2 | -4 |
| 26 | O=C1CCCC2=C1C(c1ccc([N+](=O)[O-])cc1)C1=C(CCCC1=O)N2c1ccc(Cl)cc1 | 19 | 0 |
| 27 | CC(=O)Nc1nnc(SCc2c(C)cc(C)c(C(C)=O)c2C)s1 | -2 | 0 |
| 28 | O=C(CN1N=NC2C(=O)N(c3ccccc3)C(=O)C21)Nc1ccccc1[N+](=O)[O-] (stereo not given) | 1 | 1 |
| 29 | CC(C)(CO)NC(=O)c1ccc(F)cc1 | -4 | -7 |
| 30 | CCCn1cnnc1C1CCN(C(=O)c2ccc(OC)nc2)CC1 | -5 | 4 |
| 31 | O=C(Nc1c2c(nn1-c1ccc([N+](=O)[O-])cc1)CSC2)c1cccc([N+](=O)[O-])c1 | 15 | -3 |
| 32 | Cc1cccc(NC(=O)C2CCN(c3ncnc4c3nc3n4CCCCC3)CC2)c1C | 3 | -2 |
| 33 | C[C@H]1[C@@H]2C[C@H]([C@H]3CCCCN31)[C@H](OC(=O)Nc1ccc3c(c1)OCO3)C2 | -1 | -7 |
| 34 | Nc1cc2c(cc1[N+](=O)[O-])OCO2 | 9 | 6 |
| 35 | COc1ccc(C2=N/C(=C\c3ccccc3Cl)C(=O)O2)cc1 | -7 | -6 |
| 36 | O=C(NCCN1CCOCC1)c1cnc2n(c1=O)CCS2 | 1 | -1 |
| 37 | CCN(CC)S(=O)(=O)c1ccc2oc(C(=O)NC3CCCCC3C)c(C)c2c1 (stereo not given) | -3 | 5 |
| 38 | O=C1c2ccc(Oc3ccc([N+](=O)[O-])cc3[N+](=O)[O-])cc2C(=O)N1c1ccc(O)cc1 | 27 | -4 |
| 39 | COc1ccc(C(=O)c2ccc(N3CCOCC3)c([N+](=O)[O-])c2)cc1 | 19 | 4 |
| 40 | CC1=C(C(=O)Nc2ccccc2)C(c2ccc(O)cc2)n2ncnc2N1 (stereo not given) | 2 | -2 |
| 41 | O=C1CCCN1CCCNc1ncnc2c1cnn2-c1ccc(Cl)cc1 | 13 | -5 |
| 42 | O=C(Nc1ccc(Br)cc1F)C1CCN(C(=O)c2ccc(Cl)cc2Cl)CC1 | -4 | 4 |
| 43 | Cc1nnc(NC(=O)Cc2ccc(Br)cc2)s1 | 2 | 6 |
| 44 | C=C(C)CN(CC)C(=O)C1CCN(CC2CCCCC2)CC1 | -3 | -7 |
| 45 | Cc1ccc(NS(=O)(=O)c2ccc([N+](=O)[O-])cc2)cc1 | 7 | -2 |
| 46 | CCN=c1sc(C=C2C=Nc3ccccc32)c(O)n1CC | 19 | -10 |
| 47 | O=c1[nH]nc(Sc2ncc([N+](=O)[O-])s2)n1-c1ccc(OCc2ccccc2)cc1 | . | -6 |
| 48 | Cc1ccc([N+](=O)[O-])cc1NC(=O)C1C(c2ccccc2)C1(Cl)Cl (stereo not given) | 3 | -7 |
| 49 | CC(C)(C)C(=O)Nc1ccccc1C(=O)NCCC(=O)O | -3 | 2 |
| 50 | Cc1ccsc1C1CC(c2ccc(Cl)cc2)Nc2ncnn21 (stereo not given) | 14 | -5 |

Remaining list, next part:
| entry | Molecule | mHTT CaM bind | Pf apPOL block |
| --- | --- | --- | --- |
| 51 | O=C(NC(=O)N1CCN(c2ccc([N+](=O)[O-])cn2)CC1)c1c(Cl)cccc1Cl | . | 1&-2 |
| 52 | Cc1noc(C)c1C(=O)N1CCN(C(c2ccc(F)cc2)c2ccc(F)cc2)CC1 | 22 | 0 |
| 53 | COc1ccc(Br)cc1/C=C1\Cc2ccccc2C1=O | 21 | 2 |
| 54 | O=C(CCCc1ccccc1)N1CCCn2nc(-c3cccs3)cc2C1 | -4 | -8 |
| 55 | Fc1ccc(-c2nc3ccccc3[nH]2)cc1 | -16 | -4 |
| 56 | COc1cccc(-c2cn3nc4c(nc3n2)CCCC4)c1 | -1 | -7 |
| 57 | Cc1ccccc1CNC(=O)Cn1ccc2c(C)nn(C)c2c1=O | -2 | 0 |
| 58 | CC1(C(=O)NCc2cccc(F)c2)CCCN(C(=O)COc2ccc(F)cc2)C1 (stereo not given) | 4 | 6 |
| 59 | CCOc1nccnc1NC1CCN(C(=O)C2CCCO2)CC1 (stereo not given) | 2 | -6 |
| 60 | CCc1nnc(N2C(=O)c3ccc(C(=O)O)cc3C2=O)s1 | -2 | -3 |
| 61 | CC1CCc2c(sc(NC(=O)c3cnccn3)c2C#N)C1 (stereo not given) | -3 | 6 |
| 62 | Cn1cnc2cc(OC(=O)C34CC5CC(CC(C5)C3)C4)ccc21 | -6 | -2 |
| 63 | O=c1cc(CN2CCCCCCC2)c2c(ccc3ccccc32)o1 | 36 | 0 |
| 64 | COCCN=C1Nc2ccccc2NC12CCCN(C(=O)Nc1cc(F)cc(F)c1)C2 (stereo not given) | 100* | -2 |
| 65 | COCCNC(=O)c1cncc(-c2ccc(F)cc2)c1 | -3 | 4 |
| 66 | Cc1ccc(NC(=O)c2ccc(C(F)(F)F)cc2)cc1N1CCCC1=O | -8 | -17 |
| 67 | O=C(Cc1c[nH]c2ncccc12)NCc1cc(F)ccc1F | -6 | 2 |
| 68 | O=C1CCC[C@@H]2C=C[C@H](c3ccc(Br)cc3)[C@H]3CCN1[C@@H]32 | 52* | -33 |
| 69 | O=C(c1ccc(-c2cccnc2)nc1)N1CCN(c2ccccn2)CC1 | -7 | -2 |
| 70 | Cc1ccc(NCN2C(=O)c3ccc([N+](=O)[O-])cc3C2=O)cc1 | . | -3&-8 |
| 71 | Cc1ccc(Nc2nccc(C3CCCN(C(=O)C4CCCO4)C3)n2)cc1 (stereo not given) | 24 | -4 |
| 72 | O=C1CC(C(=O)Nc2ccc(Cl)cc2Cl)C2(CCCCC2)O1 (stereo not given) | 1 | 8 |
| 73 | O=C(CN1CCCCC1c1nc(-c2cccc(F)c2)no1)Nc1ccccc1 (stereo not given) | -21 | -4 |
| 74 | COc1ccc(N2C(=O)CC(SCC(=O)Nc3cccc(Cl)c3)C2=O)cc1 (stereo not given) | -2 | -7 |
| 75 | Cc1cccc(CC(=O)N2CCC3(CC2)Nc2cccnc2NC3=NC(C)(C)C)c1 | 7 | -5 |
| 76 | Cc1ccc(-c2cn3cccnc3n2)cc1NC(=O)c1cccc(C(F)(F)F)c1 | 18 | -2 |
| 77 | CNc1nccc(N2CCC(CC(=O)NCc3ccccn3)CC2)n1 | 1 | -7 |
| 78 | CCSc1nncc(-c2ccccc2)n1 | -6 | -1 |
| 79 | Cc1ccc(CN2CCN(C3CCN(C(=O)Nc4ccc(C)c(Cl)c4)CC3)C2=O)cc1 | 9 | -6 |
| 80 | Cc1sc2ncnc(NC3CC(C)(C)NC(C)(C)C3)c2c1C | 8 | -5 |
| 81 | O=C(CN(c1ccccc1)S(=O)(=O)c1ccccc1[N+](=O)[O-])NC1CCCCC1 | 4 | -10 |
| 82 | CCC12CCCN3CCc4c(n(c5ccccc45)C(=O)C1)C32 (stereo not given) | . | 0 |
| 83 | FC(F)(F)Oc1ccc(-n2[nH]nnc2=S)cc1 | . | -8&4 |
| 84 | C[S+](C)c1c(O)n(-c2ccc(F)cc2)c(=O)[nH]c1=O | 0 | -1 |
| 85 | O=C1C(=Cc2cccc(F)c2)Oc2c1ccc1c2CN(CC2CCCO2)CO1 (stereo not given) | 14 | 0 |
| 86 | O=C(Nc1ccc(OC(F)(F)F)cc1)OCc1nccn1Cc1ccc(Cl)cc1 | . | 0&15 |
| 87 | Cc1ccc(NC(=O)c2cc(S(=O)(=O)NCC3CCCO3)ccc2F)cc1Cl (stereo not given) | 8 | -4 |
| 88 | CCOC(=O)c1cccc(NC(=O)C2CCCN(C(=O)c3ccccc3Cl)C2)c1 (stereo not given) | 30 | 6 |
| 89 | Cc1ccccc1-c1nc2s/c(=C\c3ccc(N(C)C)cc3)c(=O)n2n1 | 6 | 3 |
| 90 | CCC1(CC)OC(c2c([N+](=O)[O-])cc([N+](=O)[O-])cc2[N+](=O)[O-])Nc2ccccc21 (stereo not given) | 79* | 0 |
| 91 | COc1ccccc1C(=O)Nc1cc(-c2nc3ncccc3o2)ccc1C | -2&-3 | -3&-4 |
| 92 | CC(=O)c1cccc(N=Cc2cccc([N+](=O)[O-])c2O)c1 | 8 | 2 |
| 93 | Cc1cc(C)n(CC(=O)N2CCCC(OCc3nc(C)no3)C2)n1 (stereo not given) | -8 | -3 |
| 94 | CC1(C)CC(=O)C2=C(C1)N(c1ccc(Br)cc1)C(N)=C(C#N)C2c1cccs1 (stereo not given) | 42 | -3 |
| 95 | CC(C)CN1CCn2cc(C(=O)NC(C)c3ccccc3)nc2C1 (stereo not given) | 27 | 3 |
| 96 | COc1ccccc1CC(=O)N1CCC(c2nc(C(=O)N3CCCCC3)c(C)o2)CC1 | 11 | -1 |
| 97 | CC(=NS(=O)(=O)c1ccc(C)cc1)N1CCN(S(=O)(=O)c2ccc(C)cc2)C1C(C)C (stereo not given) | 11 | 1 |
| 98 | COc1nn(-c2ccccc2)c(=O)c(Cl)c1Cl | -7 | -6 |
| 99 | COC(=O)c1sccc1NC(=O)CC1C(=O)NCCN1S(=O)(=O)c1cccs1 (stereo not given) | . | -10 |
| 100 | Cc1nc(-c2nnc(SCc3nc(-c4ccc(C5SCCS5)cc4)no3)n2C)cs1 | . | -1 |

(listing goes on)
| entry | Molecule | mHTT CaM bind | Pf apPOL block |
| --- | --- | --- | --- |
| 101 | CC(=O)c1cccc(C(=O)N2CCC3(CC2)NC(=O)N(Cc2ccc(C)cc2)C3=O)c1 | 11 | -4 |
| 102 | Cc1ccccc1C(=O)N1CC2CC(NC(=O)c3ccccc3)C1C2 (stereo not given) | -2 | -3 |
| 103 | COc1ccc(OC)c(NC(=O)C2=C(C)NC(=O)NC2c2ccccc2Br)c1 (stereo not given) | 4 | -5 |
| 104 | COc1ccc(OC)c(/C=C2/SC(N3CCCCC3)=NC2=O)c1 | -7 | -4 |
| 105 | COc1ccc(-c2noc(C3CCCN3C(=O)c3ccc(F)cc3)n2)cc1 (stereo not given) | -1 | -2 |
| 106 | O=C1CC(c2ccc3c(c2)OCCCCO3)Oc2ccccc21 (stereo not given) | -14 | -3 |
| 107 | CCCOc1nccnc1N1CCC(NC(=O)c2ccoc2)C1 (stereo not given) | 1 | -2 |
| 108 | CCCC(CCC)C(=O)NCCS(=O)(=O)N1CCN(c2ccccn2)CC1 | -7 | -4 |
| 109 | O=c1[nH]n2cc(-n3cc([N+](=O)[O-])cn3)cnc2c1[N+](=O)[O-] | 10 | . |
| 110 | O=[N+]([O-])c1ccc2c(c1)oc1ccc(S(=O)(=O)N3CCCC3)cc12 | -8 | . |
| 111 | CCCOc1ccc(-c2nc(C(=O)N3CCOCC3)cs2)c(F)c1 | -4 | -10 |
